# DAX1 inh-1 = inhibitors of human orphan nuclear receptor DAX1 (NR0B1) | inhibition, % at 6.75 µM | P51843 | HEK293 Gal4-DAX1 luciferase reporter, luminescence | actives 0.99% (n = 340,000) | AID 504766;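 active = inhibition above the mean over all tested compounds plus 3 SD, cut at about 4.2% in these data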;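 also: 0% = DAX1-transfected cells with DMSO and 100% = empty-vector control cells with DMSO; inhibition shows as a rise in luminescence from relieved DAX1 repression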
# ADAM17 inh = inhibitors of human ADAM17; recombinant ADAM17, EDANS/DABCYL FRET peptide cleavage; actives 0.83% (n = 370,000); P78536; inhibition, % at 6.95 µM; AID 720648;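 active = inhibition above the mean of compounds lying between control limits plus 3 SD, set per campaign, cut at about 8.5% in these data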;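 also: 0% = DMSO-only wells as the low control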
# Target sequence (P78536 215-824 limits assumed): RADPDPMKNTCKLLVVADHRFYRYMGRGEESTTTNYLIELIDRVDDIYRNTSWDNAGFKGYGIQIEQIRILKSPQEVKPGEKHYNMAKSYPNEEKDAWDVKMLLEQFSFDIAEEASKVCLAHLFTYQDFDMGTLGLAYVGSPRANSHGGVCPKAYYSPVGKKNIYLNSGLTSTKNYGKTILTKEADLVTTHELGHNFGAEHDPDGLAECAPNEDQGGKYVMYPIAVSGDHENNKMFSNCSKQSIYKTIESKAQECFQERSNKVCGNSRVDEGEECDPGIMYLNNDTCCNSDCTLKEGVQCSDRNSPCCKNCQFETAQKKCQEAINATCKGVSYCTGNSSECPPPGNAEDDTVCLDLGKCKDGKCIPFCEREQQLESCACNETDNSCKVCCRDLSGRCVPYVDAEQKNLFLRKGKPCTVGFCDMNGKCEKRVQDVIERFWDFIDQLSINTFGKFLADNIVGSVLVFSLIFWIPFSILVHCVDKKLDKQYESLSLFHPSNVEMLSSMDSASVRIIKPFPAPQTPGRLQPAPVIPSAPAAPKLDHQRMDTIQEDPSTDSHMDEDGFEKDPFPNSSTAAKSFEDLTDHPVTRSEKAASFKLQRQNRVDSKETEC
# PG9 binder = small molecules binding HIV-1 gp120 antibody PG9. AID 624416. TR-FRET gp120-PG9 antibody binding. actives 0.43% (n = 360,000). inhibition, % at 6.7 µM; in the data active = inhibition above about 8.5%
# hgDAF12 agonist = activates the H. glycines DAF-12 receptor ligand-binding domain | HEK293 GAL4-hgDAF12 UAS-luciferase reporter, agonist luminescence; normalized to butyrate control | activation, % at 6.8 µM | actives 1.8% (n = 370,000);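 active = activation above a cutoff set at the mean of all screened compounds plus 3 SD, cut at about 10% in these data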;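 also: 0% = DMSO wells and 100% = sodium butyrate wells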
# hcDAF12 agonist = H. contortus DAF-12 activation, primary screen | activation, % at 6.8 µM | HEK293 hcDAF-12 lit1-tk-luc reporter, luminescence; 0% DMSO, 100% Δ7-dafachronic acid | actives 1.4% (n = 370,000);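 active = activation above the mean of all tested compounds plus 3 SD, cut at about 5.5% in these data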;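 also: 100% = response to 3 µM Δ7-dafachronic acid high control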
# GAA850 FXN act = increases GAA850 frataxin promoter reporter activity; HEK293 lucGAA850 FXN promoter luciferase reporter, 24 h; percent of 10 µM SAHA response; activation, % at 6 µM; actives 0.56% (n = 360,000);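 active = activation above the average of all compounds screened plus 3 SD, cutoff fixed separately per campaign, cut at about 7.5% in these data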;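 also: 0% = DMSO wells and 100% = 10 µM SAHA wells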
# ADAM10 inh = ADAM10 inhibition, QFRET primary screen | inhibition, % at 7 µM | actives 0.62% (n = 370,000) | recombinant ADAM10, EDANS/DABCYL FRET peptide cleavage, 3 h;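 active = inhibition above a per-campaign cutoff equal to the mean of compounds falling between control-based bounds plus 3 SD, cut at about 20% in these data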;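 also: 0% = DMSO wells while the 100% control is not disclosed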
# Target sequence (O14672 214-748 limits assumed): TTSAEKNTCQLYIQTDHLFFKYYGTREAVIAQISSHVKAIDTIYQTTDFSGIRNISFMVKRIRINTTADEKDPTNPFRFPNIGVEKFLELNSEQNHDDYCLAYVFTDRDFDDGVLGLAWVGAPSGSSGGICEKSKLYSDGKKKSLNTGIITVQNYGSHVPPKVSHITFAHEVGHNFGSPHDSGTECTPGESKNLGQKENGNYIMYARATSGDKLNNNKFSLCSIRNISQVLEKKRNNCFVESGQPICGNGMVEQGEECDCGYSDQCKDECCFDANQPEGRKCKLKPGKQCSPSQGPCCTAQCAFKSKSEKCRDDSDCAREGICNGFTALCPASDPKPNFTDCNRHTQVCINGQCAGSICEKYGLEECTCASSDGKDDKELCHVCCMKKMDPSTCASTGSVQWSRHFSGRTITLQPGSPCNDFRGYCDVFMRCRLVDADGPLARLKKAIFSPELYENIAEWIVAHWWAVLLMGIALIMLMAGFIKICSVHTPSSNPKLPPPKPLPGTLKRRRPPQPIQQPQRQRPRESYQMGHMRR
# SMARCA2 act = increases SMARCA2 function in MMTV reporter cells; AID 652017; actives 1% (n = 370,000); activation, % at 9.1 µM; MG213 cells, MMTV-luciferase reporter, dexamethasone, overnight; in the data active = activation above about 7.8%;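 also: 0% = vehicle wells and 100% = reference activator wells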
# NPR1 activator = GC-A (human) enzyme activation; P16066; activation, % at 10 µM; actives 0.14% (n = 370,000); HEK293 GC-A cells, cGMP TR-FRET, EC30 ANP; 0% at EC30 ANP, 100% saturating ANP; in the data active = activation above about 40%
# DAX1 inh-2 = blocks DAX1 repression of SF-1 activated StAR promoter; AID 652010; inhibition, % at 6.8 µM; HEK293T StAR-luciferase reporter, SF-1/DAX-1 repression relief; actives 1.1% (n = 370,000);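 active = inhibition above the mean over all tested compounds plus 3 SD, cut at about 3.6% in these data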;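 also: 0% = DAX-1 cells with DMSO and 100% = cells lacking DAX-1 with DMSO; higher inhibition means more luminescence from relief of DAX-1 repression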
# ssDAF-12 act = S. stercoralis DAF-12 activation, primary screen | activation, % at 6.8 µM | actives 1% (n = 370,000) | HEK293 ssDAF-12/GRIP1 lit1-tk-luc reporter, luminescence; % of 3 µM dafachronic acid response | AID 652126;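 active = activation above the mean over all tested compounds plus 3 SD, cut at about 0.9% in these data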;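 also: 0% = DMSO-only wells and 100% = 3 µM delta7-dafachronic acid wells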
# Active calls of the source: *; i = inactive; nt = no result given. Compounds as they come; 6.8% or so of the library scored in one or more.
SMILES,DAX1 inh-1,ADAM17 inh,PG9 binder,hgDAF12 agonist,hcDAF12 agonist,GAA850 FXN act,ADAM10 inh,SMARCA2 act,NPR1 activator,DAX1 inh-2,ssDAF-12 act
Cc1cc(C)c(Cn2ncn(-c3ccc(Br)cc3)c2=O)c(C)c1,-0.1,-3,3.5,0.6,-0.5,2.4,-6,-5,5,0.4,-1.3
Cc1ccc(C(=O)CSc2nc(-c3ccccc3)ccc2C#N)cc1,-0.2,-6,4.3,-1.4,-3.2,2.2,-8,-3,-6,-0.3,-1.3
CCOc1ccc(OCCC(=O)OCC(=O)NC2CCCCC2)cc1,0.5,1,-0.8,-0.1,-0.2,0.1,-1,0,3,0.2,-0.9
O=c1[nH]c(/C=C/c2ccccc2OC(F)F)nc2c1cnn2-c1ccccc1,-0.9,-9,2.7,2.7,-1.0,1.0,-3,-5,4,-1.1,-1.1
Cc1ccc(C(=O)C(C)OC(=O)c2ccccc2[N+](=O)[O-])cc1 (stereo not drawn),1.4,0,0.2,18*,3.9,6.1,7,6,3,6.1*,0.0
NC(CC(=O)O)c1cccc(OCc2ccccc2)c1 (stereo not drawn),0.7,1,-0.4,-1.6,-0.4,-2.3,-2,1,-1,0.3,-1.4
Cc1cccc(OCCOc2ccc(/C=N/NC(=O)Cc3nnc(N)s3)cc2)c1,0.7,-3,0.7,-1.9,-2.6,1.9,-2,0,-9,-0.2,-0.9
O=C1CCN(Cc2ccccc2)CCN1CCOc1ccccc1,2.3,-1,1.1,1.6,-0.9,-0.4,0,3,1,0.5,-1.2
CCOC(=O)c1cnc(-c2ccccc2)nc1N(C)C,3.1,-1,-0.9,11*,11*,8.7*,-7,3,3,2.1,0.8
CSc1ccc(CNC(=O)C2Cc3cc(S(=O)(=O)N4CCCC4)ccc3N2C(C)=O)cc1 (stereo not drawn),0.2,-1,-1.2,-0.3,1.0,-0.8,5,-2,0,-0.9,-0.8
O=C(c1ccccc1)c1cc2ccccc2oc1=O,0.0,-1,-0.6,2.6,6.9*,0.1,8,1,6,0.8,0.2
Cc1cc(NC(=O)CCC(=O)N(c2ccccc2)C(C(=O)NCC2CCCO2)c2cccnc2)no1 (stereo not drawn),0.0,-3,-0.2,-0.1,-0.3,-0.3,-6,-7,4,-0.9,-1.0

# Of the compounds above, 2 have an aryl thioether with sulfur outside any ring:
SMILES,DAX1 inh-1,ADAM17 inh,PG9 binder,hgDAF12 agonist,hcDAF12 agonist,GAA850 FXN act,ADAM10 inh,SMARCA2 act,NPR1 activator,DAX1 inh-2,ssDAF-12 act
Cc1ccc(C(=O)CSc2nc(-c3ccccc3)ccc2C#N)cc1,-0.2,-6,4.3,-1.4,-3.2,2.2,-8,-3,-6,-0.3,-1.3
CSc1ccc(CNC(=O)C2Cc3cc(S(=O)(=O)N4CCCC4)ccc3N2C(C)=O)cc1 (stereo not drawn),0.2,-1,-1.2,-0.3,1.0,-0.8,5,-2,0,-0.9,-0.8

# The list goes on:
SMILES,DAX1 inh-1,ADAM17 inh,PG9 binder,hgDAF12 agonist,hcDAF12 agonist,GAA850 FXN act,ADAM10 inh,SMARCA2 act,NPR1 activator,DAX1 inh-2,ssDAF-12 act
CC1(OC(=O)CCc2ccccc2)C(=O)C=C2C=C(c3ccc(C#N)cc3)N(C(CO)CO)C=C2C1=O (stereo not drawn),-0.6,-10,-1.7,-1.1,0.1,0.1,-52,1,0,0.5,-1.5
CCc1ccc2[nH]c(=O)c(CN(CCCO)C(=O)NCc3ccccc3)cc2c1,2.8,-11,0.2,-3.8,-1.7,2.1,-55,-2,-3,-0.6,-1.9
CC1CCC2(CC1)NC(=O)N(CC(=O)NCCc1ccc(F)cc1)C2=O (stereo not drawn),-0.1,-1,1.5,5.6,-0.5,1.6,-19,-4,2,-2.4,-1.2
CCN1CCN(CC(=O)N/N=C/c2cc(Br)cs2)CC1,0.5,-5,1.7,1.9,-0.2,0.7,-4,-3,2,0.1,-0.5
CC(NS(=O)(=O)c1ccc(OCC(=O)N2CCCC2)cc1)c1ccccc1 (stereo not drawn),3.9,-1,-0.8,-0.3,-3.6,0.5,-4,1,4,0.2,-0.6
COc1ccc(CCNC(=O)CSc2nc3c(c(=O)n(C)c(=O)n3C)n2C)cc1OC,0.4,-5,2.1,-1.2,-0.1,-0.1,-12,-3,2,-1.4,-0.7
CC1(c2nnnn2Cc2ccccc2)CCC(=O)N1CCCn1ccnc1 (stereo not drawn),nt,-4,-1.0,0.5,-0.6,nt,-15,-5,0,3.0,-0.8
Cn1cc(Cl)c(C(=O)OCC(=O)Nc2ccc(S(N)(=O)=O)cc2)n1,1.6,3,0.4,0.3,-0.8,1.3,7,-1,-3,-0.5,-0.9
O=C(C1CCN(S(=O)(=O)c2ccc(Br)s2)CC1)N1CCN(c2ccccc2)CC1,-0.1,-3,0.8,-1.5,2.0,0.1,-4,-1,0,0.3,-0.3
COc1ccc(N2CCCC2=O)cc1S(=O)(=O)N1CCOCC1,-0.4,-2,1.9,-1.7,-0.2,-0.9,-10,-4,2,0.6,0.0
CCn1c(/C(C#N)=N/O)nc2ccccc21,0.7,-2,-0.5,2.4,1.3,0.8,-10,-3,-5,0.0,-1.1
CC(O)CCC(=O)NNC(=S)Nc1ccccc1 (stereo not drawn),0.2,-1,-0.4,-3.0,-1.2,-1.2,0,0,nt,-0.2,-0.3
O=C(O)c1cccc(S(=O)(=O)Nc2ccc(S(=O)(=O)N3CCOCC3)cc2)c1,1.3,-2,-0.7,-0.5,-0.5,0.2,2,0,1,0.1,-1.4
CCc1cccc(C)c1NC(=O)C1CC=CCC1C(=O)O (stereo not drawn),0.9,-4,-0.2,0.5,-1.4,2.2,-7,-1,-2,-0.1,-1.0
C#CCNC(=O)C[C@H]1C[C@@]2(C(=O)OC)C(=C[C@H](COCc3ccccc3)O[C@@H]2C)N(Cc2ccco2)C1=O,nt,-2,nt,3.5,1.3,nt,0,1,1,-1.4,-1.1
CC1(C)CC(=O)C(C=NCCN2CCN(C3CC(=O)N(c4cccc(Br)c4)C3=O)CC2)=C(O)C1 (stereo not drawn),0.4,-1,0.9,-1.9,-0.6,0.1,-5,-3,-2,1.1,-1.5
CCN(CC(=O)NC1CCS(=O)(=O)C1)S(=O)(=O)c1ccc(C)c(C)c1 (stereo not drawn),0.3,2,-0.7,-1.9,-0.5,-0.6,-1,-2,-2,-0.4,-1.3
O=C(c1ccc(Cl)c(Cl)c1)N1CCN(c2ccccn2)CC1,0.2,-1,-2.7,1.8,-1.9,1.6,8,4,1,0.1,-1.6
CN(C)c1ccc(N=Cc2nc(-c3ccccc3)oc2OC(=O)c2ccccc2)cc1,1.5,-1,-3.2,13*,6.8*,4.4,-3,6,-10,1.8,-0.7
c1ccc(Cn2ncc3c(NCc4ccco4)ncnc32)cc1,-0.4,-5,-1.4,0.7,-0.1,-0.7,-4,0,6,-0.2,-1.8
O=C(CN(Cc1ccccc1F)S(=O)(=O)c1ccc(Cl)cc1)NCCCO,-1.9,2,-0.7,-0.8,-1.5,0.9,-9,0,-1,-1.1,-1.0
C=CCNc1nc(NCc2ccc(N(C)C)cc2)c2sc(-c3ccccc3)cc2n1,nt,-18,0.9,15*,2.1,3.3,-47,10*,13,4.5*,0.1
O=C(O)CCCCCNC(=O)c1ccncc1,0.4,-3,0.8,0.4,1.5,-2.0,-9,-1,2,0.1,-0.9
OCCn1c(SCCOc2ccccc2)nc2ccccc21,0.6,3,-0.6,-1.6,-0.3,0.4,8,-2,3,0.4,-1.2
CCOC(=O)c1c(C)[nH]c(C)c1C(=O)COC(=O)/C=C/c1ccc(OC(F)F)cc1,-1.1,9.3*,-1.4,-1.4,-3.1,0.8,17,-4,3,-0.7,-1.4
COC(=O)[C@]1(Cc2ccccc2)N[C@H](CN(C)C(=O)Nc2ccc(C(F)(F)F)cc2)[C@@H]2C(=O)N(C)C(=O)[C@@H]21,-0.1,-1,-0.2,-3.1,-0.5,-1.9,-1,-1,-3,0.5,-0.9
COc1ccc(Cl)cc1NC(=S)NC(=O)c1ccco1,-0.3,-3,1.2,-1.7,4.2,0.2,1,-2,-2,-2.5,-0.8
c1nc(NCCN2CCOCC2)c2sc3nc(N4CCOCC4)c4c(c3c2n1)CCC4,1.0,-8,1.1,-2.2,-1.1,2.0,-26,5,14,-0.4,-1.5
NS(=O)(=O)c1ccc(NC(=S)NC2CCCCCC2)cc1,1.1,4,-1.8,0.4,-0.4,4.0,12,-3,1,0.8,-0.8
CCCCn1c(=NC(C)=O)c(C#N)cc2c(=O)n3cccc(C)c3nc21,1.4,-126,-0.6,-2.8,-0.9,1.1,i,0,-23,0.0,-0.7
CCc1cccc(NC(=O)CCS(=O)(=O)c2cccc3nonc23)c1,0.0,7,-0.2,-1.9,-1.5,3.8,12,-1,-8,-0.5,-1.3
O=C(Nc1ccc(O)cc1)c1ccc2c(c1)C(=O)N(N1C(=O)c3ccccc3C1=O)C2=O,0.9,-3,1.1,-0.9,0.2,-0.5,-11,-2,-1,-1.1,-1.0
NC(=O)NC(Cc1ccccc1)C(=O)NCCCSc1ccccc1 (stereo not drawn),-1.8,1,-2.6,-0.5,-0.3,1.1,1,-2,-3,-0.3,-0.7
CCOc1ccc(Cn2c(=O)oc3ccc(C)cc32)cc1OC,-0.4,3,-1.6,-4.7,-3.6,1.9,-9,-5,-7,-1.7,-1.6
CCOC(=O)CNC(=S)N(Cc1ccccc1)Cc1ccccc1F,0.0,4,-0.5,-1.0,-1.9,-1.6,11,-1,1,-0.1,-2.4
O=C(Cc1ccsc1)OCC(=O)c1ccccc1,0.9,-3,0.5,-0.7,1.2,0.2,-13,-2,4,0.0,-0.9
CCOc1ccccc1C1CC(=O)NC2=C1C(=O)CCC2 (stereo not drawn),-1.8,2,-0.5,0.4,0.3,-2.5,-2,3,-2,-1.8,-1.4
CC1(C)Cc2c(c(=S)nc(-c3ccccc3)n2CCO)CO1,-0.2,1,1.0,2.4,-0.7,-1.8,7,1,5,0.1,-1.0
FC(F)(F)c1ccccc1CNCc1ccc2c(c1)OCO2,1.2,-2,-0.4,2.0,-1.4,1.4,2,0,6,-0.3,-1.6
Cc1ccc(NC(=O)C2CCCN(S(=O)(=O)c3c(C)noc3/C=C/N(C)C)C2)c(C)c1 (stereo not drawn),-0.3,2,0.9,0.1,0.4,-1.1,11,0,-1,0.3,-0.8
COc1ccc2cc(-c3ccn[nH]3)ccc2c1,2.7,-3,-2.2,14*,4.0,4.5,0,7,1,0.8,0.5
O=S(=O)(NCc1ccco1)c1ccc(S(=O)(=O)N2CCCC2)cc1,0.9,-4,-2.4,-0.7,-2.2,4.9,-8,-3,1,-0.3,-1.9
CCOC(=O)c1c(C)[nH]c(C=C2C(=O)CCCC2=O)c1O,1.0,-5,-9.7,1.1,5.5,-1.9,-10,-2,-1,0.1,-1.4
CC(C)[C@@H](C(=O)N1CCCC1)N1C(=O)N2CCc3c([nH]c4ccccc34)[C@@]2(C)C1=O,0.2,-2,-2.0,-4.1,3.1,-2.7,-19,0,0,-0.3,-1.8
COc1ccccc1C(=O)NCCC(=O)NCC(c1ccccc1)N(C)C (stereo not drawn),0.3,1,0.1,-1.0,0.1,-0.7,6,3,4,0.5,-1.1
CCOc1cc2[nH]c(=S)n(CCCN3CCOCC3)c(=O)c2cc1OCC,-0.9,0,1.0,1.2,-1.0,-0.2,6,1,2,0.4,-1.4
